# PTAP TSG101 blk: qHTS Assay for Iinhibitors of HIV-1 Budding by Blocking the Interaction of PTAP/TSG101. Tumor susceptibility gene 101 protein (Homo sapiens), Q99816. Fluorescence polarization, FITC-PTAP peptide / Tsg101 binding. Potency, µM (doses to about 115 µM), for inactives: at the highest dose activity change, negative = inhibition, usual class: inhibitors. 340,000 tested, under 10 active. AID 493005, 2010; active means well fitted inhibition curve with a large enough effect in the main read-out, with a control signal flat, not every such curve was filed as active; inconclusive means small, poorly fitted or top-dose-only effect, or effect the other way, or a change in a side signal; inactive means no such curve, though single readings can be large or run the other way; further: potency means the concentration at half of the fitted maximal effect; % of control where 0% means no effect
#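 Steps: Tsg101 binding domain dispensed (10 uM final), compounds pinned in DMSO, FITC-labeled PTAP-motif peptide added (50 nM final); after 20 min binding at room temperature, polarization measured.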
# S-ASM inh: Inhibitors of Secretory Acid Sphingomyelinase (S-ASM): qHTS. Sphingomyelin phosphodiesterase (Homo sapiens), P17405. placental ASM, HMU-PC fluorogenic substrate, 60 min. Potency, µM (highest dose often 57.5 µM), inactives show at the top dose activity change, negative = inhibition, usual class: inhibitors. actives 0.006% (n = 340,000). AID 504937, 2011; further: potency means the concentration at half of the fitted maximal effect
#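 Steps: dispense placental human ASM, pin compound, wait 10 min at room temperature, add HMU-PC0 substrate at 9 uM final, incubate 60 min at 37 °C, add stop solution raising pH to 10, read fluorescence.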
# a7 integrin act: qHTS for Activators of Integrin-Mediated Alleviation for Muscular Dystrophy; alpha7betagal myoblasts, beta-gal FDG fluorescence, 48 h; Potency, µM (series often up to 38.3 µM), for inactives: at the top dose activation, hits mostly activators; actives 0.064% (n = 350,000);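 further: potency means the concentration at half of the fitted maximal effect; 100% = response of the positive control SU9516; nearly all actives have a fitted effect of over 60% in size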
#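 alpha7betagal+/- myoblasts (passage 13, 250/well) treated 48 h at 37C with compounds at 1:260 dilution of DMSO stock. Lysed, then beta-galactosidase activity read as FDG fluorescence (ex 480/em 540) after 30 min, with pre-read for autofluorescence.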
# TSHR antag: Antagonists of the Thyroid Stimulating Hormone Receptor: HTS campaign. Thyrotropin receptor (Homo sapiens), P16473. TSHR-expressing cells, TSH-stimulated cAMP HTRF, 2 h; hits give low values. activity change, negative = inhibition, % at 11.5 µM. actives 0.2% (n = 330,000);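 active means activity change below a set negative limit, meaning inhibition stronger than a set level, cut at about -70% in these data; inconclusive means activity change between two set negative limits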; further: on the % scale 0 is the no-effect control and ±100 the full control effect
#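 Freshly harvested TSHR cells receive pin-tooled compound, then EC80 TSH at 4nM final. After 2 hours at 37 deg C, antibody in lysis buffer and cAMP-d2 are added; 30 minutes at ambient temperature precede the HTRF read.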
# Menin MLL FP TR: qHTS Assay for Inhibitors Targeting the Menin-MLL Interaction in MLL Related Leukemias: Competition With Texas Red Labeled MLL-derived Mutant Peptide | O00255 | Menin + Texas Red MLL mutant peptide, fluorescence polarization | Potency, µM (highest dose often 61.6 µM), for the others: top-dose FP activity change, negative = inhibition, most hits filed as inhibitors | actives 0.23% (n = 270,000) | AID 1768, 2009; active means well fitted inhibition curve with a large enough effect in the polarisation, with a control signal flat, not every such curve was filed as active; inconclusive means small, poorly fitted or top-dose-only effect, or effect the other way, or a change in a side signal; inactive means no such curve, though single readings can be large or run the other way; the % refers to the polarisation; further: potency means the concentration at half of the fitted maximal effect; % of control where 0% means no effect; many of its hits are not listed in these tables
# Target sequence (O00255 whole entry, looked up): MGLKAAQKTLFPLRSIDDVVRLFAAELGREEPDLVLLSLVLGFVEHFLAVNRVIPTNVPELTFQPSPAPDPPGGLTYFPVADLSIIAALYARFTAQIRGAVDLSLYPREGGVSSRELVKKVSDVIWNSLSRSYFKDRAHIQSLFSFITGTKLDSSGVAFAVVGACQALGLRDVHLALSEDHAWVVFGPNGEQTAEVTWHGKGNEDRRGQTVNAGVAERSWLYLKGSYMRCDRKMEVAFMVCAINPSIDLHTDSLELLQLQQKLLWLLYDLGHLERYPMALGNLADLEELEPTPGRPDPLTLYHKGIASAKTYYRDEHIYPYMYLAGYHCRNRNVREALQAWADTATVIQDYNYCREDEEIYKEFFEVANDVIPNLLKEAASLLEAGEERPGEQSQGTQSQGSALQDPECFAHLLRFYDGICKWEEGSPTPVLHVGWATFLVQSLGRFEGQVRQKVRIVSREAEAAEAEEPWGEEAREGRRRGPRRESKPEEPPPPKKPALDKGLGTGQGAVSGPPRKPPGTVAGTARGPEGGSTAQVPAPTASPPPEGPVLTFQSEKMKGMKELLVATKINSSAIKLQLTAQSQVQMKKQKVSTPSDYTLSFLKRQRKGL
# MLL CXXC-DNA inh: qHTS Fluorescence Polarization Assay for Inhibitors of MLL CXXC domain - DNA interaction; Histone-lysine N-methyltransferase 2A (Homo sapiens), Q03164; MLL-CXXC / FITC-HOXA9 DNA fluorescence polarization; Potency, µM (doses to about 115 µM), without a hit: at the highest dose activity change, negative = inhibition, hits mostly inhibitors; actives 0.037% (n = 290,000); active means well fitted inhibition curve with a large enough effect in the polarisation, with a control signal flat, not every such curve was filed as active; inconclusive means small, poorly fitted or top-dose-only effect, or effect the other way, or a change in a side signal; inactive means no such curve, though single readings can be large or run the other way; the % refers to the polarisation; further: potency means the concentration at half of the fitted maximal effect
#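 Steps: dispense CXXC domain solution (7 uM) → pin compounds or unlabeled HOX-A9 DNA control → 5 min ambient → add FLSN-HOX-A9 solution (50 nM) → spin → 30 min ambient → fluorescence polarization. Tris pH 7.5/NaCl/DTT/BSA buffer.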
# Mito fusion act: qHTS Assay for Small Molecule Inhibitors of Mitochondrial Division or Activators of Mitochondrial Fusion | Potency, µM (titrated, usually from 46.1 µM), without a hit: at the highest dose growth rescue (activation), actives largely listed as activators | AID 485298, 2010 | S. cerevisiae fusion-defective mutant growth rescue, CellTiterGlo 48 h | actives 0.23% (n = 320,000);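 further: potency means the concentration at half of the fitted maximal effect; % of control where 0% means no effect; nearly all actives have a fitted effect of over 45% in size; temperature-sensitive fusion mutants such as fzo1-1 at 37 °C on non-fermentable ethanol glycerol medium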
#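 Compounds are tested for their ability to restore growth of mitochondrial fusion-defective yeast strains at non-permissive 37C in YPEG medium over 48 hours. Viability is quantified by luciferase luminescence.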
# MBNL1 CUG block: qHTS Assay for Inhibitors of MBNL1-poly(CUG) RNA binding; Muscleblind-like protein 1 (Homo sapiens), Q9NR56; TR-FRET MBNL1-His/biotin-(CUG)12 binding, 665/545 ratio; Potency, µM (highest dose often 57.5 µM), without a hit: at the top dose activity change, negative = inhibition, hits mostly inhibitors; actives 0.036% (n = 280,000); AID 2675, 2010; active means well fitted inhibition curve with a large enough effect in the signal ratio, with a control signal flat, not every such curve was filed as active; inconclusive means small, poorly fitted or top-dose-only effect, or effect the other way, or a change in a side signal; inactive means no such curve, though single readings can be large or run the other way; the % refers to the signal ratio; further: potency means the concentration at half of the fitted maximal effect; on the % scale 0 is the no-effect control and ±100 the full control effect
# Target sequence (Q9NR56 whole entry, looked up): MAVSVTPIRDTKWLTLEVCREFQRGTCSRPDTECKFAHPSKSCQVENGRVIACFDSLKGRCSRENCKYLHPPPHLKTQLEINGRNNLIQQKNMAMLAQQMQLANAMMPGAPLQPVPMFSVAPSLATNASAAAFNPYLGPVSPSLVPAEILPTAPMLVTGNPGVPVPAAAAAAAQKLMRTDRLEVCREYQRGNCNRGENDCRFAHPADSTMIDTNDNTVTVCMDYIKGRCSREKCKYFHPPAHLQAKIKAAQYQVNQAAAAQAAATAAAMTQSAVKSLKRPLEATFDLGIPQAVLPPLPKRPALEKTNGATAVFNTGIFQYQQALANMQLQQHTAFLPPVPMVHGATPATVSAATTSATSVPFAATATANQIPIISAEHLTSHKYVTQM
#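 TR-FRET between His-tagged MBNL1 and biotin-(CUG)12 RNA, detected with Tb anti-His antibody (0.055 ng/ul) and streptavidin-XL665 (5 nM), 60 min at room temperature. Compounds titrated 92 nM to 58 uM; 665/545 nm ratio normalized to buffer and complex controls.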
# TCR activator: Activators of T cell receptors: qHTS campaign; Potency, µM (titrated, usually from 9.22 µM), for inactives: at the highest dose activation of IL-2 secretion, most hits filed as activators; 330,000 tested, under 10 active; primary human leukocytes, anti-CD3, IL-2 HTRF, 48 h; AID 504894, 2011; further: % of control where 0% means no effect
#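 1) Mix primary human leukocytes, a-CD3 beads and compound. 2) Incubate 48 hr. 3) Add HTRF IL-2 reagents (a-IL-2-K, a-IL-2-d2).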
# A-T KAP1 phos: qHTS Assay for Identifying a Potential Treatment of Ataxia-Telangiectasia; […] A-T fibroblasts, KAP-1 phosphorylation AlphaLISA; neocarzinostatin DNA damage 30 min before lysis; Potency, µM (doses to about 57.5 µM), for the others: at the highest dose activation, most hits filed as activators; actives 0.19% (n = 320,000); AID 485349, 2010; further: potency means the concentration at half of the fitted maximal effect; % of control where 0% means no effect; nearly all actives have a fitted effect of over 45% in size
#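 hTERT-immortalized A-T patient fibroblasts ([…]), 500 cells/well in OPTI-MEM, 1% FBS, got compounds for 60 min, then NCS for 30 min at 37C. Lysates were then assayed for phospho-KAP-1 by AlphaLISA (anti-pKAP1 donor, anti-KAP1 acceptor beads), 6 hr at 25C.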
# Starred values were filed as active, the others as inactive; ? = inconclusive; · = not tested or not shown; & = joins results of further samples; [ ] = another dose, or the depositor's remark. Unless noted, the call rests on the fitted dose curve; in most records, active means well fitted curve in the direction sought with a large enough effect; inconclusive means small, poorly fitted or top-dose-only effect, or another doubt; inactive means no such curve, though single readings can be large; an effect the other way counts as inactive or inconclusive.
SMILES,PTAP TSG101 blk,S-ASM inh,a7 integrin act,TSHR antag,Menin MLL FP TR,MLL CXXC-DNA inh,Mito fusion act,MBNL1 CUG block,TCR activator,A-T KAP1 phos
Cc1ccc(NC(=O)CSCC(=O)Nc2cc(C(F)(F)F)ccc2N2CCOCC2)cc1,-3%,-17%,-1%,-4,·,·,6%,·,2%,5%
CN1CCN(C(=O)C(Cc2ccccc2)NS(=O)(=O)c2ccc3c(c2)CCC(=O)N3)CC1 (stereo not drawn),-1%,5%,1%,-11,-6%[11.7 µM],-1%,-5%,5%,-10%,17%
NC(=O)c1sc2nc3c(c(-c4ccc(Cl)cc4)c2c1N)CCCC3,-3%,10%,-21%,-8,-9%,2%,1%,0%,-3%,4%
O=C(CC(C(=O)O)c1cccc(Cl)c1)c1ccccc1 (stereo not drawn),0%,7%,0%,1,38%[activator],24%,15%,0%,-6%,4%
CN(C)S(=O)(=O)c1cccc(NC(=O)CCc2nc3sc4c(c3c(=O)[nH]2)CCCC4)c1,-5%,-21%,-12%,-22,·,·,-8%,·,6%,1%
COc1ccccc1Oc1ccc(NC(=O)Cc2ccccc2)cc1,2%,-2%,-36%,·,·,·,·,·,4%,·
COc1ccc(C(=O)Nc2cc(C(C)=O)c(C)oc2=O)cc1,2%,-1%,-45%[inhibitor],4,3%,8%,8%,?,·,0%
CC(C)COP(=O)(CNC(=O)CN1C(=O)c2ccccc2S1(=O)=O)OCC(C)C,0%,5%,-13%,8,2%,0%,0%,-18%,5%[46.1 µM],13%
Cc1c(NC(=S)SCc2ccccc2)c(=O)n(-c2ccccc2)n1C,-2%,0%,0%,-1,-15%,11%,-12%,-9%,-2%,1%
C[C@@H]1C=C[C@](Cc2ccccc2)(C(=O)NCC2CC2)N1C(=O)c1ccccc1,0%,5%,8%,8,0%&1%,2%,-2%,-16%,2%,-5%
COC(=O)c1sccc1NC(=O)c1cccs1,2%,3%,0%,-10,·,13%,3%,451%[activator],0%,11%
CN(C)S(=O)(=O)c1cc(NC(=O)CN2CCNC(=O)C2)ccc1Cl,0%,5%,10%,2,-4%,3%,0%,-1%,-16%[46.1 µM],-9%
Cc1ccc2cc(/C=N/NC(=O)[C@H](C)NC(=O)OC(C)(C)C)c(Cl)nc2c1,6%,-3%,-21%,4,?,10%,-19%,1%,-4%[46.1 µM],-10%
COCCN(C(=O)CSCC(=O)Nc1ccc(C)cc1)c1c(N)n(CC(C)C)c(=O)[nH]c1=O,1%,7%,26%,2,·,·,-4%,·,-2%,12%
O=C1CNC(=O)N1Cc1ccc(Br)cc1,-1%,1%,5%,8,-4%,10%,-1%,2%,5%,0%
Cc1cc(C)cc(NC(=O)Nc2ccc(NC(=O)c3ccccc3O)cc2)c1,2%,-2%,8%,0,?,?,-2%,5%,0%,-2%
CN(CC(=O)Nc1c(Cl)cccc1Cl)C(=O)C1CSC2(C)CCC(=O)N12 (stereo not drawn),-1%,·,1%,6,·,·,-5%,·,0%,0%
COc1ccccc1N1C(=O)CC(Sc2ncccc2C(=O)O)C1=O (stereo not drawn),1%,0%,1%,-7,-5%,6%,3%,0%,-8%[46.1 µM],3%
O=C(NCc1ccccc1)c1cc(-c2cccc(O)c2)on1,-3%,1%,17%,-1,10%,-2%,-7%,9%,-3%,2%
CCOC(=O)C1CCCN(Cc2cc(=O)oc3cc(C)ccc23)C1 (stereo not drawn),-1%,-1%,16%,-2,-14%,2%,1%,11%,5%,0%
S=C(c1ccc(-c2cccc(Cl)c2)o1)N1CCOCC1,-7%,-5%,-27%,-7,13%,-2%,-2%,39%[activator],·,-8%
N#CC(=C=[N-])c1nc2ccccc2nc1-[n+]1cccc(NC(=O)c2ccccc2)c1,-3%,-1%,19%,1&4,·,3%&0%,-2%&-6%,·,-2%,0%&2%
O=[N+]([O-])c1cccc(/C=N/Nc2ccccn2)c1,-10%,-3%,0%,-9,30%,0%,0%,11%,-1%,3%
COc1ccc(N(C(=O)c2ccco2)C(C(=O)NC2CCCC2)c2ccc(OC)c(OC)c2)cc1 (stereo not drawn),-2%,6%,0%,10,-15%,5%,3%,0%,-2%,-3%
Cc1ccc(-c2ccc(=O)n(CC(=O)Nc3ccc4c(c3)OCCO4)n2)cc1,-2%,-11%,-8%,-2,-3%,-4%,0%,9%,4%,2%
COc1ccc2cc(C(=O)C3CCCN(Cc4cnc(C)s4)C3)ccc2c1 (stereo not drawn),-1%,7%,4%,-7,?,-3%,-3%,0%,-5%,5%
CCOC(=O)N1CCC(Nc2c(NCCCOC)c(=O)c2=O)CC1,-12%,6%,23%,1,3%,2%,-4%,-6%,3%,0%
CC1(C)CC(NC(=O)COc2ccc(Br)cc2Cl)CC(C)(C)N1,-3%,4%,-28%,8,·,9%,3%,-2%,3%,4%
COc1cc(Cl)c(C)cc1NC(=O)COC(=O)c1cnc(C)cn1,-5%,3%,34%,-4,12%,6%,0%,-6%,1%,2%
COc1ccccc1NS(=O)(=O)c1cccc(C(=O)NCc2ccncc2)c1,-3%,1%,23%,-10,·,·,3%,·,-5%,0%

# Random excerpt: four compounds from above, in no set order.
SMILES,PTAP TSG101 blk,S-ASM inh,a7 integrin act,TSHR antag,Menin MLL FP TR,MLL CXXC-DNA inh,Mito fusion act,MBNL1 CUG block,TCR activator,A-T KAP1 phos
COc1ccc2cc(C(=O)C3CCCN(Cc4cnc(C)s4)C3)ccc2c1 (stereo not drawn),-1%,7%,4%,-7,?,-3%,-3%,0%,-5%,5%
CCOC(=O)C1CCCN(Cc2cc(=O)oc3cc(C)ccc23)C1 (stereo not drawn),-1%,-1%,16%,-2,-14%,2%,1%,11%,5%,0%
S=C(c1ccc(-c2cccc(Cl)c2)o1)N1CCOCC1,-7%,-5%,-27%,-7,13%,-2%,-2%,39%[activator],·,-8%
Cc1ccc2cc(/C=N/NC(=O)[C@H](C)NC(=O)OC(C)(C)C)c(Cl)nc2c1,6%,-3%,-21%,4,?,10%,-19%,1%,-4%[46.1 µM],-10%

# Next structures:
SMILES,PTAP TSG101 blk,S-ASM inh,a7 integrin act,TSHR antag,Menin MLL FP TR,MLL CXXC-DNA inh,Mito fusion act,MBNL1 CUG block,TCR activator,A-T KAP1 phos
O=S(=O)(c1ccc(-c2ccccc2)cc1)N1CCOCC1,1%,0%,16%,·,?,-1%,0%,5%,0%,·
CCN(CC(=O)Nc1ccccc1C(F)(F)F)C(=O)c1ccc(=O)n(Cc2ccccc2)n1,-2%,0%,-14%,-1,-1%,?,6%,1%,6%,0%
CNC[C@H]1Oc2c(NC(=O)C3CC3)cccc2C(=O)N([C@H](C)CO)C[C@@H]1C,1%,4%,36%,6,·,·,·,·,3%,6%
COc1ccc2c(c1)C(=NNc1ccc(C(=O)O)cc1)c1cc(OC)ccc1-2,1%,-12%,0%,34,?,-8%,-21%,20%,-9%,-9%
O=C1NC(=S)N/C1=C\c1ccc(Oc2ccc(C(F)(F)F)cc2[N+](=O)[O-])c(Cl)c1,-2%,-1%,0%,2,·,9%,3%,6%,2%,4%
Cc1cc(C)cc(-n2nnc(C(=O)NCc3ccc4c(c3)OCO4)c2N)c1,-2%,0%,-22%,-13,10%,12%,15%,-30%,1%[46.1 µM],·
COc1ccc2c(c1)O/C(=C\c1ccccc1O)C2=O,-3%,7%,-3%,·,·,·,·,·,-8%,·
COc1ccccc1-n1cnc2c(c1=O)c1nc3ccccc3nc1n2-c1ccc(C)cc1,-1%,54%[activator],13%,16,2%,?,28%,-10%,-5%[46.1 µM],-4%

# Some of the compounds tested; rates above refer to the full screens.
